Avidin fluor: avidin bead compound fluorescence profile | Avidin beads, compound fluorescence 488/530 nm, flow cytometry; stronger effect = higher value | fluorescence (KMESF) at 10 µM | hit rate 0.38% among 220,000 | AID 1775; in the data active means fluorescence above about 47; further: inactives centre near 10
RGS7-Gao: human RGS7-Galphao interaction regulation | P09471 | Multiplexed bead flow cytometry, RGS7-Galphao binding; actives lie on both sides | binding response (% of control), % at 10 µM | hit rate 0.35% among 220,000; in the data active means binding response below about 49% or above about 150%; inconclusive means no clear call, values can overlap the other calls; inactive means in between;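 further: fluorescent Galphao held in activated GDP-AlF4 state binding bead-coupled RGS7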
Mcl1-Noxa inh: Mcl-1/Noxa interaction inhibition | TR-FRET Mcl-1/Noxa peptide binding, 2 h | inhibition, % at 21.7 µM | hit rate 1.5% among 220,000 | AID 1022;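 active means compounds that cut the protein-peptide binding signal by more than 50% relative to plate controls in a single-dose test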;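 further: His-tagged Mcl-1 with rhodamine Noxa BH3 peptide and terbium anti-His antibody; 0% = Mcl-1 plus Noxa peptide wells and 100% = peptide-only wells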
Target sequence (Q07820 whole entry, looked up): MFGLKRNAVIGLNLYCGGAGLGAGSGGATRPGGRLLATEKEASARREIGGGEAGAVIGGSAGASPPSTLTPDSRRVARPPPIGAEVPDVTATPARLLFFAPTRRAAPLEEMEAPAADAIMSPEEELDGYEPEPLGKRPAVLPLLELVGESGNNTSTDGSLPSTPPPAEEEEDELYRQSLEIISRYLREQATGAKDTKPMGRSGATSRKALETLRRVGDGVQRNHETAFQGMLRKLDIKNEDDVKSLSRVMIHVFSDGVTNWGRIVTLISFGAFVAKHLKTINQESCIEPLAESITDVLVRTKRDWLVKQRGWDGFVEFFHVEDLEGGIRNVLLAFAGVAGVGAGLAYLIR
RGS4-Gao reg: modulates binding of RGS4 to human Galphao; Multiplexed bead flow cytometry; actives lie on both sides; binding response (% of control), % at 10 µM; hit rate 0.33% among 220,000; AID 1415; in the data active means binding response below about 49% or above about 150%; inactive means in between;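 further: fluorescent Galphao activated with aluminum fluoride binding bead-coupled RGS4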
ABCB1 block: blocks JC-1 efflux by human ABCB1 transporter. P08183. CCRF-Adr cells, flow cytometry. inhibition, % at 6.6 µM. hit rate 0.067% among 190,000. AID 1326; in the data active means inhibition above about 40%;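 further: 0% = vehicle and 100% = reference inhibitor; higher value means more JC-1 retained so stronger ABCB1 efflux block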
GSH bead fluor: compound fluoresces at 488/530 nm on GSH beads; fluorescence (KMESF) at 10 µM; AID 1776; GSH beads flow cytometry, compound fluorescence 488/530 nm; stronger effect = higher value; hit rate 0.25% among 190,000; in the data active means fluorescence above about 89;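 further: glutathione beads carrying GST-tagged Bcl family fusion proteins plus one bare bead set; values are compound well signal with DMSO vehicle wells as background; inactives centre near 16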
Mcl-1 Bim block: disrupts Bim peptide binding to human Mcl-1. Q07820. AID 1009. hit rate 0.1% among 190,000. Bead-based flow cytometry, Bim peptide-Mcl-1 binding. inhibition, % at 10 µM; in the data active means inhibition above about 40%;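 further: 0% = no compound tracer wells and 100% = peptide blocker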
ABCG2 block: blocks JC-1 efflux by human ABCG2 transporter | Q9UNQ0 | hit rate 0.1% among 190,000 | AID 1325 | inhibition, % at 6.6 µM | IgMXP3 cells, flow cytometry;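 active means inhibition above 80%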;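 further: 0% = DMSO and 100% = nicardipine control wells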
Target sequence (Q9UNQ0 whole entry, looked up): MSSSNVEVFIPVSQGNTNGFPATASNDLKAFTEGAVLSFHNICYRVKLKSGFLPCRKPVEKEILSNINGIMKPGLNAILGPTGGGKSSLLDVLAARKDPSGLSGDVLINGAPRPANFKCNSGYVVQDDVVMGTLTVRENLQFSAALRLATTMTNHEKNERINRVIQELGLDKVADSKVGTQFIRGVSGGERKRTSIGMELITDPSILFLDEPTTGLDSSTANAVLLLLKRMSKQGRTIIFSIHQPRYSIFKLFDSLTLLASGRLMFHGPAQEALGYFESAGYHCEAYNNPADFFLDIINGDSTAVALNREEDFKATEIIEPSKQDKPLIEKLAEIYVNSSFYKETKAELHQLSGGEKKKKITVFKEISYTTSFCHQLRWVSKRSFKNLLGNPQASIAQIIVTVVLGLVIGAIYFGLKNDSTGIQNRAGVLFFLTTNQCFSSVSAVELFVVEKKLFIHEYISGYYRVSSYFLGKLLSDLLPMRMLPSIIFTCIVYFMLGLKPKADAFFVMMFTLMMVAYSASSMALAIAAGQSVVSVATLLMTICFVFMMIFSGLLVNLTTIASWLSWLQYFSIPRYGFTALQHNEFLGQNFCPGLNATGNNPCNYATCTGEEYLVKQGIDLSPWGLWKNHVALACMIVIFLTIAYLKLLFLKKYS
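material = IgMXP3 (ABCG2) plus far-red-tagged CCRF-Adr (ABCB1) cells | amount = 3 million cells/mL, equal mix of both lines | also added = JC-1 transporter substrate | dosing = one concentration, 6.6 µM final | schedule = 10 min at 25 °C | measured by = flow cytometric JC-1 green MFI at 530 nm | read-out basis = percent efflux inhibition, scaled nicardipine 100% to DMSO 0%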
Mcl1-Bid inh: disrupts binding of human Mcl-1 to Bid peptide; inhibition, % at 21.7 µM; hit rate 0.97% among 220,000; Q07820; TR-FRET Mcl-1/Bid-Dy647 peptide binding, 1536-well;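 active means compounds that cut the binding signal by more than half at the single screening dose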;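 further: His-tagged Mcl-1 with europium anti-His antibody binding Bid BH3 peptide; 0% = Mcl-1 plus peptide wells and 100% = peptide-only wells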
RGS8-Gao: regulators of human RGS8-Galphao interaction. AID 1423. P09471. multiplexed bead flow cytometry, RGS8-Galphao binding; actives lie on both sides. hit rate 0.34% among 220,000. response (percent of control binding), % at 10 µM; in the data active means response below about 60% or above about 140%; inactive means in between;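 further: Galphao activated as the GDP aluminium fluoride complex binding bead-coupled RGS8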
Pf gamet viab: P. falciparum stage V gametocyte viability inhibition. inhibition, % at 10.9 µM. hit rate 0.065% among 150,000. P. falciparum stage V gametocytes, ATP luminescence, 24 h. AID 743093;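 active means inhibition above the mean plus 3 SD of compounds within the control limits, set per campaign, cut at about 38% in these data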;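 further: 0% = DMSO wells and 100% = medium only without gametocytes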
Active calls of the source: *; u = inconclusive; x = not tested or not shown.

SMILES	Avidin fluor	RGS7-Gao	Mcl1-Noxa inh	RGS4-Gao reg	ABCB1 block	GSH bead fluor	Mcl-1 Bim block	ABCG2 block	Mcl1-Bid inh	RGS8-Gao	Pf gamet viab
CCc1ccc(-n2c(SCc3cc(=O)n4cc(Br)ccc4n3)nc3[nH]ncc3c2=O)cc1	5	100	-1	100	8.8	13	0	3	-100	101	-19
NNC(=O)c1cc2cc(OC(F)(F)F)ccc2[nH]1	10	u	6	102	x	x	x	x	-13	102	2
O=c1nccc(Nc2ccccc2)[nH]1	7	u	16	106	x	x	x	x	-6	104	x
CCn1nc(NC(=O)Cc2ccc(OC)cc2)c2cc3cc(C)ccc3nc21	4	u	25	107	x	x	x	x	-3	104	3
Cc1ccc(OCC(=O)Nc2ccc(S(=O)(=O)N3CCOCC3)cc2)c([N+](=O)[O-])n1	27	102	11	102	0.3	19	0	2	-1	106	x
Cc1ccc(-c2noc(CCC(=O)NCCN3CCN(Cc4ccccc4)CC3)n2)cc1	32	98	11	98	3.9	20	-6	40	-13	99	2
CC1=NN(c2nc(-c3ccccc3)cs2)C(=O)C1N=Nc1ccccc1 (stereo not given)	6	97	8	97	0.1	12	-1	0	-24	99	-14
COC(=O)c1[nH]c2ccc(C)cc2c1NC(=O)CN1CCc2cc(OC)c(OC)cc2C1	35	99	8	99	0.8	17	-2	2	17	99	x
CC(C)OCCCNC(=S)NNC(=O)C(c1ccccc1)c1ccccc1	9	98	-9	99	0.5	9	-1	7	-51	100	-34
CCn1nc(C(=O)Nc2ccc(S(=O)(=O)Nc3ncccn3)cc2)c2ccccc2c1=O	11	u	12	99	0.4	14	0	17	-6	100	x
O=C(NCCN1CCOCC1)c1ccc(CS(=O)(=O)Cc2ccccc2F)o1	36	106	3	105	0.1	26	0	0	-16	103	x
CC(/C=N/NC(=O)c1sc(N)nc1C)=C\c1ccccc1	27	102	19	102	0.6	10	-1	3	0	104	-3
CCOC(=O)Cn1nnnc1CN(Cc1ccccc1)Cc1cc2cc(CC)ccc2[nH]c1=O	31	95	8	99	7.0	21	-2	39	-5	98	10
CCN(CC)CCCNC(=O)CNC(=S)N(CCCN1CCOCC1)Cc1cccs1	9	100	3	99	-0.2	21	-2	0	-27	101	0
CCSc1nnc(NC(=O)CSc2nc(CC)nc3c2c(=O)n(C)c(=O)n3C)s1	8	105	14	104	-0.9	18	1	0	-4	104	x
COc1ccccc1Nc1nc(-c2c(C)[nH]c3ccccc23)cs1	2	101	46	102	-0.8	6	-3	-6	5	105	20
Nc1cc(OC(=O)c2cccs2)nn1S(=O)(=O)c1ccccc1	41	99	0	99	0.4	24	-3	0	-7	100	x
Cc1cc(-c2csc(NC(=O)c3cccc(S(=O)(=O)N(C)C)c3)n2)c(C)n1-c1ccccc1	20	99	-27	98	-2.9	22	0	-8	-7	100	5
CCOc1ccccc1-c1nc2c([nH]1)c(=O)n(C)c(=O)n2C	8	91	17	94	1.0	28	0	12	-5	95	x
CC(C)(C)N=C1SCC(C)(/C=N/O)S1 (stereo not given)	14	99	24	100	0.8	22	-2	2	-30	102	x

Single values from the results shown:
ABCB1 block with Cc1ccc(-c2noc(CCC(=O)NCCN3CCN(Cc4ccccc4)CC3)n2)cc1 stands at 3.9
RGS4-Gao reg with CC(C)(C)N=C1SCC(C)(/C=N/O)S1 (stereo not given) stands at 100

More structures.
SMILES	Avidin fluor	RGS7-Gao	Mcl1-Noxa inh	RGS4-Gao reg	ABCB1 block	GSH bead fluor	Mcl-1 Bim block	ABCG2 block	Mcl1-Bid inh	RGS8-Gao	Pf gamet viab
CC(C)c1[nH]nc2c1C(C(C)C)C(C#N)=C(N)O2 (stereo not given)	6	102	10	104	0.1	45	-1	3	-81	105	-14
COCCCNC(=O)/C=C/c1c(Cl)cccc1Cl	15	103	14	101	0.4	10	0	8	-11	106	9
COc1cccc(NC(=O)CN(C)S(=O)(=O)c2ccc(C)cc2)c1	33	100	-2	102	1.5	21	0	36	3	102	-23
COc1ccc(S(=O)(=O)N/N=C/c2ccc(OCCN3CCOCC3)c(OC)c2)cc1	12	100	12	99	-9.8	10	-4	3	-21	99	-2
Cc1csc(N(C(=O)c2cccc(S(=O)(=O)N(C)C)c2)c2ccccc2)n1	11	102	12	100	0.7	9	-2	1	-54	103	27
CCOC(=O)Cc1nnc(-c2ccccc2)o1	8	u	-14	102	-0.4	15	0	-1	-21	101	x
O=C(Cn1cccc1C(=O)c1ccccc1)NCCN1CCOCC1	33	102	2	102	1.1	26	-5	13	-21	100	x
c1ccc(-c2ncc3c(ccc4ccccc43)n2)cc1	5	97	4	99	0.0	9	-4	15	5	102	x
COC(=O)c1ccc(CSc2nc3c(cnn3-c3ccc(C)c(C)c3)c(=O)[nH]2)o1	x	x	-26	x	1.3	22	1	6	14	x	x
COC(=O)c1cccc(S(=O)(=O)N2CCC(NC(=O)NC34CC5CC(CC(C5)C3)C4)CC2)c1	16	90	10	89	0.9	12	-1	2	-8	99	-1
CCOC(=O)C1CCN(c2c(NCCN3CCN(c4ccccc4)CC3)c(=O)c2=O)CC1	7	105	-3	103	-3.1	23	0	-3	-20	100	x
COC(=O)c1[nH]c2cccc(Cl)c2c1NC(=O)CN1CCCCC1C (stereo not given)	6	95	-6	97	-1.8	33	-2	-1	1	100	x
O=C(N/N=C/c1ccco1)c1ccc(NC(=O)c2ccccc2Cl)cc1	9	97	12	100	-0.2	12	0	13	-56	101	-3
NNc1nc2c(F)cccc2s1	8	103	5	103	-0.1	16	-3	-7	-38	101	2
CCNc1nc(C)nc2c1oc1ccccc12	10	105	11	103	0.7	11	-2	5	2	104	x
CCNc1nc(NCC)n2c(SCC(=O)c3ccccc3F)nnc2n1	9	u	13	100	0.4	16	0	1	-24	103	-4
O=S(N1CCc2ccccc21)C12CC3CC(CC(C3)C1)C2 (stereo not given)	9	u	7	102	-1.1	16	-1	-6	13	102	-23
Cc1sc(NC(=O)c2ccccc2F)c(CN2CCCCC2)c1C	6	96	10	98	1.8	13	-2	21	-81	104	3
Nc1n[nH]c2ccccc12	11	102	-6	102	0.4	69	-1	0	-28	102	-7
CC1(C)NC(=O)N(CCCCOc2ccc3ccccc3c2Cl)C1=O	9	93	24	91	3.3	36	-3	53	-30	93	x
Cc1ccc(C)c(OCc2nnc(NC(=O)c3ccc4c(c3)OCO4)s2)c1	7	u	-104	101	x	x	x	x	-50	104	0
Cc1ccc(Sc2nc(-c3ccccc3)nnc2C(F)(F)F)cc1	35	101	-10	100	0.2	11	-1	2	-8	100	x
CCN(CC)C(c1ccc(C)cc1)c1nnnn1C1CCCCC1 (stereo not given)	12	101	28	102	2.0	32	-2	17	21	103	x
COc1ccc(CCNC(=O)Cn2nnc(-c3cccs3)n2)cc1OC	16	103	-3	111	0.6	13	-2	3	-45	104	-37
CCN(CC)c1ccc(/C=N/NC(=O)CC(C)C)cc1	10	96	9	103	0.2	22	1	2	-58	104	-13
CN1CCN(S(=O)(=O)c2cccc(C(=O)NCc3ccccc3Cl)c2)CC1	5	103	9	98	0.0	20	-3	2	-34	97	0
CCOC(=O)C1=C(c2ccccc2)OC(N)=C(C#N)C1c1cccs1 (stereo not given)	5	104	7	98	0.1	16	-2	0	-13	101	x
C/C(=C1/SC(N2CCOCC2)=NC1=O)c1ccc(Cl)cc1	11	103	14	99	0.6	8	2	3	-10	106	x
Cc1cccc(NC(=O)CSc2nnc(-c3ccco3)o2)c1	27	98	-16	99	0.1	17	-2	4	-15	97	x
CC(C)(C)/C=N/NC(=O)C1CC1	8	u	10	103	x	x	x	x	4	102	-10
Cc1nc2c3ccccc3[nH]c(=O)n2n1	4	99	2	105	0.1	23	4	2	1	99	0
CC(=O)Nc1cccc(Oc2ccc([N+](=O)[O-])cc2Cl)c1	9	111	13	113	1.7	12	1	14	-16	109	15
COc1ccc(-n2c(SCC(=O)N3CCCCC3C)nnc2-c2cccnc2)cc1 (stereo not given)	5	101	6	88	0.7	38	3	1	-19	97	x
Cc1cc(C)cc(NC(=O)c2cnn(-c3ccccc3)c2C2CCNCC2)c1	14	102	14	101	0.4	13	0	1	-17	101	7
O=C(CS(=O)(=O)Cc1ccccc1)Nc1cccnc1	9	106	-9	104	1.0	20	-4	6	-1	104	5
COC(=O)C1C(=O)C2=C(CC1C)Nc1ccccc1NC2c1cccs1 (stereo not given)	10	99	10	97	0.3	13	0	4	-60	102	4
Cc1noc(C)c1CSc1nc2[nH]ncc2c(=O)n1-c1ccccc1	21	96	10	98	19	10	0	12	3	99	-8
O=C(CCNC(=O)c1ccccc1Cl)Nc1ccc(Br)c(C(F)(F)F)c1	2	103	-3	101	-0.4	8	-4	1	12	104	11
COc1ccc(Br)cc1-c1nc(CCl)cs1	9	108	5	104	0.2	15	0	5	-5	106	15
Cn1c(SCCOc2cccc(Cl)c2)nnc1-c1ccncc1	17	99	0	100	1.0	21	-2	6	-23	99	15

An excerpt from above in order of the Avidin fluor value, lowest first.
| smiles | Avidin fluor |
| --- | --- |
| CCn1nc(NC(=O)Cc2ccc(OC)cc2)c2cc3cc(C)ccc3nc21 | 4 |
| CN1CCN(S(=O)(=O)c2cccc(C(=O)NCc3ccccc3Cl)c2)CC1 | 5 |
| NNC(=O)c1cc2cc(OC(F)(F)F)ccc2[nH]1 | 10 |
| Nc1n[nH]c2ccccc12 | 11 |
| Cc1ccc(OCC(=O)Nc2ccc(S(=O)(=O)N3CCOCC3)cc2)c([N+](=O)[O-])n1 | 27 |

Other entries.
SMILES	Avidin fluor	RGS7-Gao	Mcl1-Noxa inh	RGS4-Gao reg	ABCB1 block	GSH bead fluor	Mcl-1 Bim block	ABCG2 block	Mcl1-Bid inh	RGS8-Gao	Pf gamet viab
CCCCN=C1NN=C(c2ccc(C)c(C)c2)CS1	9	106	14	103	0.8	16	0	4	-38	100	2
COC(=O)N/N=C/c1ccc(OC(=O)c2ccco2)c(OC)c1	11	u	-20	97	x	x	x	x	-26	100	11
Cc1ccc(NC(=O)COC(=O)Cn2c(C)csc2=O)cc1	8	104	11	106	-2.1	33	0	-1	-6	102	-23
CCc1ccc(-c2cc(C(=O)N3N=C(C(F)F)CC3(O)C(F)F)c3ccccc3n2)cc1 (stereo not given)	7	89	13	86	0.6	61	-2	6	-11	89	x
COC(=O)C1=C(NC(=O)C(C)(C)C)CCS1	19	99	-20	99	0.2	15	0	2	-83	99	x
CCCCN(C)C(=O)c1nc2ccccn2c1CN1CCSCC1	10	98	6	104	-0.2	54	-3	0	-24	102	-17
O=C(CCc1ccccc1)N1CCN(c2ccc([N+](=O)[O-])cc2)CC1	12	99	7	102	1.2	27	-2	10	-11	102	0
CC(=O)Nc1ccc(NC(=O)Nc2cccc(C)c2C)cc1	11	99	3	98	0.5	14	0	0	-11	100	-12
Cc1cccc(N2CC(O)(c3cccs3)[N+]3=C2CCCCC3)c1 (stereo not given)	4	85	6	96	0.0	11	4	0	-37	100	-12
CC(=O)N1CCc2ccc(NC(=O)c3c(-c4c(Cl)cccc4Cl)noc3C)cc21	6	u	11	102	x	x	x	x	-9	102	13

Screens as filed in PubChem BioAssay.
